# Assay outcomes deposited in PubChem by several laboratories.
# KOR beta-arrestin-1: KOR antagonists, beta-arrestin recruitment, cell-based, luminescence, uHTS (AID 1778). KOR beta-arrestin recruitment, luminescence, antagonist mode; higher % means a stronger effect. inhibition, % at 10 µM; hits with a dose series show IC50 in µM. actives 0.091% (n = 290,000); further: strong numbers were not always called active
# TNAP activators: human TNAP enzyme activators, primary screen, biochemical, luminescent, no phosphate acceptor, uHTS (AID 1001); purified TNAP, luminescent activation assay, no phosphate acceptor; higher activation fold means a stronger effect; one-dose activation fold at 20 µM; EC50 in µM for titrated hits; actives 0.03% (n = 200,000); in the data active means activation fold from about 3, or a potency from the dose series; inactive means the rest, 99 in 100 with activation fold below about 1.6; further: many of its hits are not listed in these tables
# Yfh1-off respiration: enhancers of respiration in Yfh1-depleted yeast, dose response, Friedreich's ataxia, plus single-dose screen (AID 1465); S. cerevisiae Yfh1-off respiration, WST-1 reduction, 72 h; higher fold induction means a stronger effect; fold induction at 50 µM, or EC50 in µM where a hit was titrated; actives 0.074% (n = 220,000);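 active means fold induction of absorbance versus untreated yeast above a set limit, then at least 30% activation at any dose in follow-up; inconclusive means repeats straddling the limit, or above it without dose testing; inactive means fold induction below the set limit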;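 further: activators that raise dye reduction in frataxin-depleted yeast; strong numbers were not always called active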
# HEK293 NOD2/NF-kB: inhibition of NOD2-driven NF-kB reporter – cell-based, luminescence, uHTS, HEK293 (AID 1566). actives 0.63% (n = 290,000). HEK293 NOD2/NF-kB luciferase reporter, luminescence; higher % means a stronger effect. inhibition, % at 4 µM, or EC50 in µM where a hit was titrated; further: many of its hits are not listed in these tables
# GPR55 activation: GPR55 agonists via beta-arrestin recruitment, primary screen, imaging, U2OS cells, beta-arrestin-GFP redistribution (AID 1961). U2OS GPR55 beta-arrestin-GFP redistribution imaging; higher % means a stronger effect. activation, % at 10 µM, or EC50 in µM where a hit was titrated. actives 0.048% (n = 290,000);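 active means activation above 40% with more than 50 cells counted in the well; inconclusive means wells holding fewer than 50 cells, flagged as toxic or sparse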;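 further: U2OS osteosarcoma cells stably expressing GPR55 and beta-arrestin-GFP; plate controls were DMSO negative control for no effect and LPI positive control for full effect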
# CSM14.1 death rescue: rescue of cells from ER stress-induced death, primary screen, 384-well, CSM14.1, thapsigargin, ATP luminescence (AID 1222) | 190,000 tested, under 10 active | CSM14.1 thapsigargin-induced death rescue, ATP luminescence; higher % means a stronger effect | cellular ATP content (survival), % at 20 µM; hits with a dose series show EC50 in µM;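 active means EC50 below 50 µM in the dose-response confirmation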;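 further: death triggered by thapsigargin at about 15 µM added after 2 h compound pretreatment; cell ATP read after overnight thapsigargin exposure of roughly 18 to 22 hours; normalized against plate controls of thapsigargin alone and 5% DMSO vehicle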
# NTR1 ag: NTR1-driven beta-arrestin-GFP spot formation – imaging, U2OS cells, high content, primary screen (AID 493036); P30989; agonist mode; activation, % at 20 µM; actives 0.17% (n = 330,000);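 active means activation at or above 40% of the spot to cytoplasm intensity ratio, with at least 20 cells analyzed; inconclusive means wells under 20 cells, flagged as cytotoxic or low count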;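 further: 0% = DMSO without peptide and 100% = 100 nM NTR1 peptide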
# Target sequence (P30989 whole entry, looked up): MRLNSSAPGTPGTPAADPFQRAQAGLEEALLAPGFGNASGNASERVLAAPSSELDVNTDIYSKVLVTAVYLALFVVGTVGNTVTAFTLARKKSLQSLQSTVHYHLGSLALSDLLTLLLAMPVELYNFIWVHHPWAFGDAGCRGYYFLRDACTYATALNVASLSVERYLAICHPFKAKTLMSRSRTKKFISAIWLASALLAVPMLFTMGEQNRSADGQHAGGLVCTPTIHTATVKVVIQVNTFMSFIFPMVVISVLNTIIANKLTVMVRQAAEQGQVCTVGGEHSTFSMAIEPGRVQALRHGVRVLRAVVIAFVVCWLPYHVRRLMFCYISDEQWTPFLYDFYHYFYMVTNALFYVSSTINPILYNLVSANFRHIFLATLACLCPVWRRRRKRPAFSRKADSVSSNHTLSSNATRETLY
# NOD1 inhibition: NOD1 signaling inhibitors, primary screen, cell-based, luminescence, uHTS (AID 1578). NOD1-driven NF-kB luciferase reporter cells, luminescence; higher % means a stronger effect. one-dose inhibition, % at 4 µM; EC50 in µM for titrated hits. actives 1% (n = 290,000); in the data active means inhibition mostly above about 36%, no sharp cut-off; inactive means mostly below about 34%;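 further: HEK-293T reporter cells stimulated with the NOD1 agonist gamma-tri-DAP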
# KOR beta-arrestin-2: kappa opioid receptor activators – cell-based, luminescence, uHTS, primary screen (AID 1777). KOR beta-arrestin recruitment, luminescence; higher % means a stronger effect. activation, % at 10 µM, or EC50 in µM where a hit was titrated. actives 0.02% (n = 280,000); in the data active means activation above about 50%, passing the limit was not always enough; further: a part of the inactive calls stands beside numbers as strong as those of hits
# NTR1 ag cell count 20 µM: second read-out of NTR1 ag, no call of its own (marks repeat the call); cell count; measured here: cell count, cytotoxicity flag
# * hit, by the source's call; i = inactive; ? = inconclusive; · = no result given; [ ] = dose if it differs, or a comment. Unless noted, no stated cut-off is given here; in the data, active means inhibition above about 50%; inactive means the rest. An excerpt, so the mix of outcomes need not match the whole.
SMILES,KOR beta-arrestin-1,TNAP activators,Yfh1-off respiration,HEK293 NOD2/NF-kB,GPR55 activation,CSM14.1 death rescue,NTR1 ag,NTR1 ag cell count 20 µM,NOD1 inhibition,KOR beta-arrestin-2
COc1ccc(CNCc2cn(-c3cccc(F)c3)nc2-c2ccc(C)o2)cc1,-10%,1.1,i,1%,-0.2%,-0.5%,8.8,58,-18%,-7.0%
O=C(CN(c1cccc(C(F)(F)F)c1)S(=O)(=O)c1ccccc1)N1CCOCC1,24%,1.1,i,5%,0.1%,-1.6%,-0.2,96,22%,6.5%
Cc1ccc(C2(C(F)(F)F)NC(=O)N3N=C4CCCCCN4C3=C2C#N)cc1 (configuration not stated),22%,1.1,i,12%,0.5%,6.4%,1.8,37,-14%,-1.4%
Cc1ccc(N(C)S(=O)(=O)c2c(C)noc2/C=C/N(C)C)cc1,-7%,·,·,6%,-0.1%,·,1.7,64,-5%,4.8%
CCc1ccc2[nH]c(=O)c(-c3ccccc3)c(O)c2c1,-18%[20 µM],·,·,16%,0.1%,·,0.5,51,-2%,-3.1%
CC(C)(C)c1ccc(C(=O)Nc2ccc(CC(=O)O)cc2)o1,14%,1.1,i,72%*,0.2%,-2.3%,0.8,69,76%*,-4.2%
COc1ccc(S(=O)(=O)NC2CC(C)(C)NC(C)(C)C2)c2ccccc12,-2%,·,·,-34%,-0.2%,·,-0.9,50,-26%,1.6%
COc1cc2c(cc1OC)-c1c(OC)c(OC)cc3ccnc(c13)C2=O,4%,1,·,30%,-0.3%,-2.1%,1.4,51,16%,-3.9%
COc1ccc(C(=O)CSc2ccc(-c3ccccc3)nn2)cc1,-25%,1.1,i,13%,-0.3%,2.9%,-1.0,58,6%,-1.1%
COc1cc2c(cc1O)[C@@H]1Cc3cc(O)c(OC)cc3[C@H](C2)N1C,26%,·,i,14%,0.6%,·,-0.8,79,-5%,1.7%
CC1=NN(c2ccc(F)cc2)C(=O)C1C(c1cccc(O)c1)c1c(C)[nH]n(-c2ccc(F)cc2)c1=O (configuration not stated),-19%,1.1,i,7%,-0.1%,0.3%,2.2,51,6%,3.4%
O=C(CNC(=O)c1cccs1)c1ccc(Cl)cc1,12%,·,·,-107%,-0.1%,·,-0.7,52,-71%,-2.3%
COc1ccc(NC(=O)c2ccc3c(c2)OCO3)cc1,-9%,·,·,-58%,-0.2%,·,1.5,61,-29%,4.9%
CCOc1ccc(NC(=O)CCSc2nc3c(c(CC)c2C#N)C(=O)CC(C)(C)C3)cc1,-19%,1,i,6%,0.6%,2.7%,2.7,36,-4%,-1.8%
O=C(NCCC1=CCCCC1)N[C@@H](Cc1ccccc1)C(=O)O,23%,1.1,i,12%,-0.4%,-2.9%,0.5,47,-20%,-2.4%
Cc1cc(C)nc(Nc2cc([N+](=O)[O-])ccc2C)n1,-19%[20 µM],1.1,i,4%,-0.1%,-1.0%,-0.6,61,-18%,-1.0%
CCOP(=O)(c1ccc(N(C)C)cc1)C(O)c1ccc(Cl)cc1 (configuration not stated),-17%,1.1,i,-6%,-0.1%,-1.7%,1.4,59,-16%,-2.6%
Cc1ccc(C(=O)CN2C(=O)C(=O)N(Cc3ccccc3)C2=O)cc1,-17%,1.1,i,-5%,-0.3%,-0.7%,1.1,50,-28%,-3.8%
COc1cccc(/C(C)=N/N=C(\C)c2cccc(OC)c2)c1,13%[20 µM],·,·,-53%,-0.1%,·,1.5,67,-76%,-3.3%
CCOC(=O)C1CCN(S(=O)(=O)c2csc(C(N)=O)c2)CC1,13%,·,·,7%,-0.1%,·,-0.9,65,-23%,-1.9%
CC(CCc1ccccc1)NC(=O)CNC(=O)c1cccs1 (configuration not stated),4%,·,·,-3%,0.0%,·,2.0,49,-20%,-1.1%
COc1cc([N+](=O)[O-])ccc1NC(=S)Nc1cc(C(=O)OC(C)C)cc(C(=O)OC(C)C)c1,15%,1.1,i,10%,-0.3%,2.9%,0.2,71,5%,-2.1%
Cc1cccc(CNc2ccc(C(CC(N)=O)NC(=O)c3ccccc3)cc2[N+](=O)[O-])c1 (configuration not stated),34%,·,?,-3%,-0.1%,·,2.6,82,0%,-3.5%
O=C(Nc1ccc(C(=O)O)cc1)/C(=C\c1ccc2c(c1)OCO2)NC(=O)c1ccc(Br)o1,-2%,1.2,i,-1%,-0.6%,-1.1%,-0.6,92,-34%,-2.7%
CN(C)CCN(C(=O)c1ccc(S(=O)(=O)N(C)c2ccccc2)cc1)c1nc2ccc(Cl)cc2s1,-28%,·,·,1%,25%,·,-0.8,51,-9%,5.8%
C/C(=N\O)C(=O)NCC1CCNCC1,-10%,1.1,i,19%,-0.1%,-0.2%,-0.3,47,-1%,-3.0%
CC(C)N(C(=O)COC(=O)[C@H](C)NC(N)=O)c1ccccc1,-15%,1.1,i,12%,-0.3%,3.0%,0.5,62,-44%,-2.8%
O=C1SCCC1NS(=O)(=O)c1ccc([N+](=O)[O-])cc1 (configuration not stated),-17%,·,·,10%,0.3%,·,-0.2,45,-14%,-3.0%
O=C(c1cccnc1)N1CCN(Cc2ccccc2Br)CC1,-18%,1.1,i,20%,-0.2%,-0.7%,0.4,38,0%,2.4%
COc1ccc(Br)cc1/C=N/NC(=O)c1ccc2nc[nH]c2c1,-52%,·,·,-2%,-0.2%,·,0.2,50,-4%,-4.7%
COc1ccc(NS(=O)(=O)c2cc(NC(=O)c3cccs3)ccc2N2CCCC2)cc1,9%,1.1,i,7%,1.0%,-3.1%,4.4,57,12%,5.6%
COCc1cc(C)nc(N2CCN(c3ccccc3)CC2)c1C#N,22%,1,i,9%,-0.1%,1.8%,5.1,76,-6%,-12%
Cc1ccc(NC(=S)NCC(C)CSc2ccc(Cl)cc2)cc1 (configuration not stated),8%,1.9,i,2%,-0.3%,-1.5%,14,69,27%,-5.3%
CCN(CC)C(=S)SC1=CCS(=O)(=O)C1,3%,1,i,26%,-0.3%,1.0%,0.1,34,-18%,-1.1%
Clc1ccc(-c2nnnn2-c2ccc(Cl)c(Cl)c2)cc1Cl,-18%,1.1,i,8%,0.0%,0.8%,5.6,33,-3%,-1.9%
Cc1ccccc1NC(=S)N(Cc1cccnc1)Cc1ccco1,12%,1.2,i,-1%,-0.3%,0.8%,-2.4,81,-14%,13%
COc1cc(/C=C/C(=O)c2ccc3c(c2)OCCO3)cc(Br)c1OCC(=O)N(C)C,6%,·,·,-115%,4.9%,·,6.9,42,50%,-0.7%
CC(=O)c1cnc(Nc2nc(C)c3cccc(C)c3n2)nc1C,-4%,1.1,·,9%,-0.1%,-0.1%,·,·,-2%,-0.7%
CS(=O)(=O)N(Cc1nnc(-c2cccs2)o1)c1ccc(Cl)cc1F,35%,1.1,i,-3%,-0.2%,-0.9%,-1.3,58,2%,-11%
Cc1ccc(CN2CCC(c3nc4ccc(Cl)cc4[nH]3)CC2)cc1,-6%,1.1,i,24%,0.0%,-6.1%,0.8,63,8%,4.2%

# Laid out differently: entries from further up
# Fields – KOR beta-arrestin-1, TNAP activators, Yfh1-off respiration, HEK293 NOD2/NF-kB, GPR55 activation, CSM14.1 death rescue, NTR1 ag, NTR1 ag cell count 20 µM, NOD1 inhibition, KOR beta-arrestin-2
- CCOC(=O)C1CCN(S(=O)(=O)c2csc(C(N)=O)c2)CC1
 : 13%, ·, ·, 7%, -0.1%, ·, -0.9, 65, -23%, -1.9%
- CC(CCc1ccccc1)NC(=O)CNC(=O)c1cccs1 (configuration not stated)
 : 4%, ·, ·, -3%, 0.0%, ·, 2.0, 49, -20%, -1.1%

# Continuation.
SMILES,KOR beta-arrestin-1,TNAP activators,Yfh1-off respiration,HEK293 NOD2/NF-kB,GPR55 activation,CSM14.1 death rescue,NTR1 ag,NTR1 ag cell count 20 µM,NOD1 inhibition,KOR beta-arrestin-2
Cc1ccnc(NC2OC(=O)c3ccccc32)c1 (configuration not stated),-47%,1.1,i,12%,-0.1%,1.7%,0.2,40,2%,-0.2%
Cc1cc(C)n2nc(N)c(N=Nc3ccc(Cl)cc3)c2n1,-14%,1,i,1%,-0.1%,-0.8%,1.0,58,-23%,-3.2%
CCOc1ccc(N2C(=O)C(Cl)=C(Nc3ccccc3O)C2=O)cc1,-31%,1.2,i,-6%,-0.1%,-0.2%,-1.3,60,-11%,3.7%
CCOc1ccccc1CNC(=O)CCC(=O)N1Cc2ccccc2Oc2ncccc21,-11%,·,·,18%,0.0%,·,-0.8,80,4%,3.5%
CCCCCCOC(=O)NCC(O)c1ccccc1 (configuration not stated),14%,1.1,i,-51%,-0.3%,-1.7%,2.6,80,-37%,-7.2%
Cc1ccc(C)c(NC(=O)CSc2nc3c(c(=O)n2C)SC(C)C3)c1 (configuration not stated),30%,1.1,i,1%,0.2%,-2.3%,1.1,86,-17%,-3.5%
CCCCN(CC)Cc1ccc(CNC(=S)Nc2cccc(F)c2)o1,-21%,1.1,i,-6%,0.1%,-16%,1.9,62,13%,-2.5%
CCCN(C(=O)Cn1ncc2c(=O)oc3ccccc3c21)c1cccc(C)c1,10%,1,i,2%,-0.2%,3.4%,-0.5,80,-15%,6.9%
COc1ccc(S(=O)(=O)N2CCC(C(=O)N3CCC(C(N)=O)CC3)CC2)cc1Cl,-2%,1.1,i,2%,0.3%,1.2%,1.6,24,8%,-5.1%
Cc1cc(C=O)c(C)n1-c1ccc(Oc2ccc([N+](=O)[O-])cn2)cc1,-7%,1,i,-8%,0.3%,-1.4%,-0.2,40,-16%,-1.5%
Cc1ccc(S[C@@H](CCN2CC[C@H](C)CCC2=O)c2ccccc2)cc1,-8%[20 µM],·,·,-9%,0.4%,·,11,90,-16%,0.1%
CCCn1ncc(CN2CCN(Cc3ccc(C)o3)C(CCO)C2)c1C (configuration not stated),18%,·,i,8%,0.3%,·,0.8,52,-4%,-0.4%
CCOc1ccc(NC(=O)Cn2cc(C(=O)CC)c3ccccc32)cc1,29%,·,·,5%,-0.1%,·,-0.4,108,3%,-1.3%
N#C/C(=C\c1ccc(Cl)s1)C(=O)N1CCN(c2ccccc2)CC1,9%,0.9,i,7%,-0.4%,6.3%,-1.4,61,0%,5.0%
COC(=O)c1cc(OC)c(OC)cc1NC(=S)N1CCCCC1,6%,1.1,i,6%,-0.1%,-0.5%,3.2,78,-32%,-0.9%
COC(=O)c1cscc1S(=O)(=O)Cc1ccccc1,-25%[20 µM],·,·,1%,-0.3%,·,-0.7,54,-29%,-0.6%
O=C(Nc1cccc(F)c1)/C(=C\c1ccco1)NC(=O)c1ccco1,-13%,·,·,2%,-0.1%,·,1.2,58,-19%,6.4%
CCOC(=O)c1cccc(NC(=O)COC)c1,-1%,1,i,5%,-0.1%,-0.9%,-0.5,49,-20%,2.8%
CCCOc1ccc(C2=NNC(=O)CC2)cc1,-1%,1,i,-15%,0.8%,-0.5%,0.9,70,-22%,-4.6%
Cc1ccc(Cl)cc1NC(=O)CNC(=O)N1CC(=O)Nc2ccccc21,-10%,·,·,21%,0.2%,·,-0.3,56,-8%,-2.7%
